# High-throughput results from PubChem BioAssay.
# CHO parental Ca: counter-screen: ATP calcium response change in parental CHO cells | parental CHO-K1, ATP-induced calcium, Fluo-8 fluorescence | inhibition, % at 5.6 µM | hit rate 0.63% among 330,000 | AID 463079;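 active = inhibition above that plate's mean sample inhibition plus 3 SD, cut at about 26% in these data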;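 also: 0% = ATP-challenged DMSO wells and 100% = DMSO wells without ATP; some compounds past the cut are filed as inactive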
#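 Assay system: untransfected parental CHO cell line. Also added: ATP agonist challenge. Dosing: one dose, 5.6 µM nominal. Measured by: Fluo-8 fluorescence. Read-out: % inhibition. Benchmarks: ATP wells versus no-ATP DMSO wells. Repeats: no replicates.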
# M1 ag parental: counter-screen for M1 agonists: effect in parental CHO-K1 cells; AID 602248; hit rate 0.48% among 360,000; activation, % at 3 µM; Fluo-8 calcium fluorescence; scaled to maximal ATP response, vehicle zero; in the data active = activation above about 15%;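 also: untransfected CHO-K1 host cells lacking M1 receptor as counterscreen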
# M4 antag: CHRM4 antagonism in calcium assay. CHO-hM4 cells, ACh EC80, Fluo-8 calcium fluorescence. hit rate 0.73% among 360,000. AID 624125. inhibition, % at 3 µM;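 active = inhibition above its plate's cutoff, the mean inhibition of sample wells plus 3 SD, cut at about 27% in these data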;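 also: 0% = acetylcholine EC80 with DMSO and 100% = DMSO without agonist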
# Target sequence (P08173 whole entry, looked up): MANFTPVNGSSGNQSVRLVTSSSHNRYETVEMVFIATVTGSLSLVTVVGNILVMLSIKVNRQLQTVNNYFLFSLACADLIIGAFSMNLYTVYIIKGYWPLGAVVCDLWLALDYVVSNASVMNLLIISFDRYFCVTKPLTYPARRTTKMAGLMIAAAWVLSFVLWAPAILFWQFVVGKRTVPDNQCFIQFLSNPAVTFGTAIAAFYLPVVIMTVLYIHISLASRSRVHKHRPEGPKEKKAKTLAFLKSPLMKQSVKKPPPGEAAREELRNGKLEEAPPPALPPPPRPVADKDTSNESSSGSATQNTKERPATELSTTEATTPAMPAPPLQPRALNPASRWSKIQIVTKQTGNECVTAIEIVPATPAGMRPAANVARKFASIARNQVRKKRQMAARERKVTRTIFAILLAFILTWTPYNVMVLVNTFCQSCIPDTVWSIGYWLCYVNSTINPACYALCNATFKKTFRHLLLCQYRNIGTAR
# M1 PAM: potentiates human M1 receptor response to acetylcholine; CHO-K1 hM1, Fluo-8 calcium fluorescence, ACh EC20; 0% = ACh EC20, 100% = maximal ACh; activation, % at 3 µM; hit rate 0.088% among 360,000; AID 588819; in the data active = activation above about 19%, passing the limit was not always enough
# Target sequence (P11229 whole entry, looked up): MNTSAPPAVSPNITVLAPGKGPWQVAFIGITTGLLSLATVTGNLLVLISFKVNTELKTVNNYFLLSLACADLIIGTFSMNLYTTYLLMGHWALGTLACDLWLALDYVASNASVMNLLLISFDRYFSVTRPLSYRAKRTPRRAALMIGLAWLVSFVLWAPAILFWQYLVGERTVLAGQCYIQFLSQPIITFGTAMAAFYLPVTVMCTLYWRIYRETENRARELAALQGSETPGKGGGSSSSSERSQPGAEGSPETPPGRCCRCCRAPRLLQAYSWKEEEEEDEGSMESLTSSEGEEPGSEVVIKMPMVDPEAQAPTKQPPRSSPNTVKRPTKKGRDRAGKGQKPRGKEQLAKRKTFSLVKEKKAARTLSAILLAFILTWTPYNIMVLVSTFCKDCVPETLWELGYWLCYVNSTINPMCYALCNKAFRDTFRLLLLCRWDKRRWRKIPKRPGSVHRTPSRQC
# CHO-K1 Ca antag: counter-screen for M1 antagonists: effect in parental CHO-K1 cells; ATP-induced calcium, Fluo-8 fluorescence; inhibition, % at 3 µM; hit rate 0.6% among 360,000; AID 602250;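 active = inhibition above a per-plate cutoff, the plate's mean sample inhibition plus 3 SD, cut at about 24% in these data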;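 also: 0% = DMSO plus EC80 ATP and 100% = DMSO alone without ATP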
# M4 ag: CHRM4 agonism in calcium assay; P08173; CHO-K1 hM4/Gqi5, Fluo-8 calcium fluorescence; vehicle 0%, full acetylcholine response 100%; hit rate 0.14% among 360,000; activation, % at 3 µM;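 active = activation above the run mean over all test wells plus 3 SD, cut at about 32% in these data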;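 also: peak over basal fluorescence ratio per well then scaled between controls; 0% = DMSO wells and 100% = acetylcholine at EC100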
# CHRM1 agonist: human M1 muscarinic receptor agonism. activation, % at 3 µM. CHO-K1 hM1, Fluo-8 calcium fluorescence, agonist mode; 0% DMSO, 100% acetylcholine EC100. hit rate 0.33% among 360,000. P11229. AID 588814;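 active = activation above the run's mean compound activation plus 3 SD, cut at about 16% in these data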;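 also: peak over basal fluorescence ratio within a 140 s kinetic read after compound addition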
# OXTR potentiator: potentiators of human oxytocin receptor; CHO-OTR cells, Fluo-8 calcium fluorescence, potentiator mode; 0% = oxytocin EC15, 100% = EC100; activation, % at 3 µM; hit rate 0.061% among 320,000;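 active = activation above that plate's cutoff, the mean activation of tested compounds plus 3 SD, cut at about 6.6% in these data, passing the limit was not always enough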;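 also: 100% uses oxytocin at 75 nM as the full agonist control; some results filed as inactive read as strong as hits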
#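 Measured by – Fluo-8 calcium dye fluorescence · Test system – human OTR in CHO cells · Dosing – one concentration, 3.0 µM compound · Controls – EC15 oxytocin alone as 0%, 75 nM oxytocin as 100% · Evaluation – normalized max/min fluorescence ratio, % activation · Timing – 6 min pre-incubation, 100 s read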
# CHRM1 antagonist: antagonists of human M1 muscarinic receptor | CHO-K1 hM1, Fluo-8 calcium fluorescence, ACh EC80 antagonist | inhibition, % at 3 µM | hit rate 1.3% among 360,000 | AID 588852;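 active = percent inhibition above its own plate's cutoff, namely the mean of that plate's compound wells plus 3 SD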;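 also: peak over basal fluorescence ratio during 140 s after agonist addition; 0% = ACh EC80 plus DMSO and 100% = DMSO alone without agonist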
# * = called active by the depositor; · = no result given.
1: Cc1cc(C(=O)CN2CCCC(C)C2)c(C)n1-c1ccc(F)cc1 (stereo not given)
2: Cc1cc2ncc(C(=O)Nc3ccsc3C(=O)O)c(C)n2n1
3: Cn1c(SCC(=O)Nc2ccccc2F)nc2c(c1=O)SCC2
4: O=C(Nc1nnc(S(=O)(=O)N2CCOCC2)s1)c1cccc(Br)c1
5: COc1ccc(C2(O)CCN(CC(=O)Nc3nccs3)CC2)c(OC)c1
6: O=C1N[C@@H](Cc2ccccc2)C(=O)N2[C@@H]3N(S(=O)(=O)c4ccccc4)c4ccccc4[C@]3(Br)C[C@@H]12
7: Cc1c(NCc2cc(Cl)cc(Cl)c2O)c(=O)n(-c2ccccc2)n1C
8: C=CCn1c(C(C)C)nc2ccccc21

screen / no.,1,2,3,4,5,6,7,8
CHO parental Ca,-10,9,0,3,-1,-26,-12,-15
M1 ag parental,1.3,-0.3,6.4,4.7,0.8,1.6,0.5,18*
M4 antag,5,2,-12,-2,-7,0,4,0
M1 PAM,5,4,-2,-1,8,1,7,2
CHO-K1 Ca antag,-11,5,-1,-9,-9,-12,-3,5
M4 ag,0,0,8,6,1,9,1,0
CHRM1 agonist,-11,-2,-1,6,-7,-2,-6,-2
OXTR potentiator,-2,-1,-8,-14,-8,-16,-2,-4
CHRM1 antagonist,-4,-5,-3,-4,-23,4,-1,2

# The last two entries of the section before lead into the next.
7: Cc1c(NCc2cc(Cl)cc(Cl)c2O)c(=O)n(-c2ccccc2)n1C
8: C=CCn1c(C(C)C)nc2ccccc21
9: O=C(Cc1ccccc1)NNC(=O)C1CCN(c2ncccn2)CC1
10: COc1ccc(C(=O)c2sc(Nc3cccc(OC)c3)c(C(=O)Nc3cccc(C)c3C)c2N)cc1
11: CCCC(=O)Nc1ccccc1NC(=O)CCC
12: CCC(=O)N1N=C(c2ccc(C)o2)CC1c1ccc(Br)cc1 (stereo not given)
13: Cc1ccccc1-n1c(Cn2c(=O)sc3ccccc32)nnc1SCC(=O)N1CCCC1
14: O=C(/C=C/c1cccc([N+](=O)[O-])c1)NCCSc1ccccc1
15: COC(=O)[C@@]12CCCN1[C@H](c1ccc(-c3ccccc3)cc1)[C@H]1C(=O)N(C)C(=O)[C@H]12
16: Fc1ccc2c(c1)C1OCCCC1C(c1ccccc1)N2 (stereo not given)

screen / no.,7,8,9,10,11,12,13,14,15,16
CHO parental Ca,-12,-15,-10,60*,-22,-9,-11,-19,-19,-18
M1 ag parental,0.5,18*,0.7,1.1,0.0,-0.1,-0.1,2.7,0.7,0.1
M4 antag,4,0,7,21,7,3,-18,-6,-1,1
M1 PAM,7,2,10,13,-2,8,4,7,6,6
CHO-K1 Ca antag,-3,5,-10,10,19,-6,-10,3,2,1
M4 ag,1,0,0,19,0,-2,1,10,3,-2
CHRM1 agonist,-6,-2,-3,7,-3,-8,-7,-1,1,-3
OXTR potentiator,-2,-4,-3,-20,-9,-1,-8,-6,-9,1
CHRM1 antagonist,-1,2,-12,5,1,-10,-8,-13,4,-7

17: N#Cc1ccc(OCC(=O)OCC(=O)N2CCc3ccccc32)cc1
18: CC(C)(C)c1cc(NCCCn2ccnc2)n2ncc(-c3ccc(Cl)cc3)c2n1
19: COCCNC(=O)C(c1ccc(O)cc1)N(C(=O)CCC(=O)Nc1nccs1)c1ccc(C)cc1 (stereo not given)
20: O=C(NN1C(=O)C2C(C1=O)C1C=CC2C12CC2)c1cccc(Cl)c1 (stereo not given)
21: CCOc1ccc(-n2c(O)c(/C=N/NC(=O)C3COc4ccccc4O3)c3ccccc3c2=O)cc1 (stereo not given)
22: COc1ccc(C(=O)OCC(=O)Nc2ncc([N+](=O)[O-])s2)cc1OC
23: O=C(Cn1nnc(-c2cccs2)n1)NCc1ccco1
24: CN=C1CC(C)(C)CC(=O)/C1=C(/O)CCCN1C(=O)c2ccccc2C1=O

screen / no.,17,18,19,20,21,22,23,24
CHO parental Ca,·,-26,-7,-16,-5,-3,-4,-12
M1 ag parental,-0.1,0.8,0.1,-0.9,3.3,1.6,0.5,1.2
M4 antag,-4,2,-4,-6,-8,2,6,-12
M1 PAM,19,12,12,9,0,-1,13,12
CHO-K1 Ca antag,4,-23,-13,-18,-12,-12,-11,-8
M4 ag,1,2,1,-1,8,2,1,1
CHRM1 agonist,-4,1,-8,-5,-3,-1,-11,-4
OXTR potentiator,·,2,0,-7,-9,1,-6,-4
CHRM1 antagonist,-21,-3,-8,-5,0,2,-4,-11

25: COc1cc(OC)c(OC)cc1/C=C/c1cc(C(F)(F)F)[nH]c(=O)n1
26: COc1ccc(-n2cc(CNCCCN3CCCC3=O)c(-c3ccccc3Cl)n2)cc1
27: CCN(C(=O)COC(=O)/C=C/c1ccc(C)o1)c1c(N)n(Cc2ccccc2)c(=O)[nH]c1=O
28: CSc1nc2ccc(NC(=O)c3ccc(F)c(F)c3)cc2s1
29: CCOc1ccc(/C=C2\SC(=S)N(C)C2=O)cc1OC
30: Cc1ccc(CC(=O)Nc2ccc(Cl)cn2)cc1
31: O=C(CCSc1ccc(Cl)cc1)c1cccs1
32: CCCn1c(N)c(C(=O)CSc2nnc(C3CC3)n2Cc2ccccc2)c(=O)n(C)c1=O

screen / no.,25,26,27,28,29,30,31,32
CHO parental Ca,-10,-6,·,-19,-17,0,-3,-4
M1 ag parental,1.3,-0.2,0.1,2.0,0.9,0.1,0.9,0.6
M4 antag,-5,0,-10,-3,2,1,11,11
M1 PAM,13,10,11,13,16,-5,1,6
CHO-K1 Ca antag,-13,-3,6,-2,-9,6,-17,-5
M4 ag,1,1,0,2,0,-1,-1,0
CHRM1 agonist,-3,-11,1,-10,3,-4,-4,-7
OXTR potentiator,-5,-7,·,-10,-11,-15,-8,7
CHRM1 antagonist,-13,-6,-27,-11,-18,3,-4,-11

33: Cc1ccc(C(=O)NC2CCN(C(=O)Nc3ccccc3)CC2)cc1
34: CCOc1ccc(C(=O)c2ccncc2)cc1
35: Cn1c(SCc2ccc([N+](=O)[O-])cc2)nc2c(c1=O)SCC2
36: C[C@H]1CN([C@@H](C)CO)C(=O)Cc2cc(NC(=O)C3CC3)ccc2O[C@H]1CN(C)Cc1ccc(Oc2ccccc2)cc1
37: O=C(O)CC12C[C@H]3C[C@@H](C1)CC(n1ncc(N4CCN(c5ccccc5)CC4)c(Cl)c1=O)(C3)C2
38: Cc1ccc(C)c(S(=O)(=O)N2CCCOC2CNC(=O)C(=O)NCCC2=CCCCC2)c1 (stereo not given)
39: CCn1cc(/C=N\NC(=O)c2ccc3c(c2)c(C)c(C)n3Cc2ccccc2)c(C)n1
40: CCCCc1c(O)c2cccc3c2n(c1=O)CCC3

screen / no.,33,34,35,36,37,38,39,40
CHO parental Ca,-14,-7,-4,-24,0,-27,-20,5
M1 ag parental,-0.7,0.1,5.5,0.9,0.1,2.3,0.1,-0.9
M4 antag,2,9,2,11,2,4,-2,8
M1 PAM,3,12,-2,-8,-1,5,5,4
CHO-K1 Ca antag,2,-10,-1,-12,15,-8,-4,-10
M4 ag,0,-1,3,10,1,3,0,-1
CHRM1 agonist,-2,-2,-5,-10,-5,-5,-2,-2
OXTR potentiator,4,0,-17,-3,0,-9,-16,-4
CHRM1 antagonist,9,-19,-1,13,-2,-5,-21,5

41: O=C(CSC(=S)N1CCCCC1)c1c(F)cccc1F
42: COc1ccc(C2C(C#N)=C(N)Oc3cc(C)[nH]c(=O)c32)c(OC)c1OC (stereo not given)
43: Cc1cc(C)c(C)c(OCCCCN2CCCCC2)c1
44: CC(=O)COc1coc(CN2CCN(c3ccc(F)cc3)CC2)cc1=O
45: O=C(Nc1ccccc1Cl)N1CCn2c(nc3ccccc32)C1
46: Cc1ccc(NC(=S)NNC(=O)c2cccc([N+](=O)[O-])c2)cc1Cl
47: CN(Cc1ccccc1)C(=O)c1ccc(NC(=O)Cc2cccc(NC(=O)C3CCCN(C(=O)C4CCC4)C3)c2)cc1 (stereo not given)
48: CCOC(=O)Cc1csc(NC(=O)CSc2nc(C)cc(C)n2)n1

screen / no.,41,42,43,44,45,46,47,48
CHO parental Ca,-22,0,-5,-14,3,-15,-10,0
M1 ag parental,11,0.1,1.2,0.1,1.3,9.0,0.8,0.6
M4 antag,-3,2,-4,-3,2,-13,25,12
M1 PAM,-1,3,-15,4,4,-4,8,8
CHO-K1 Ca antag,-5,-5,-8,-15,-1,4,-11,6
M4 ag,0,0,1,1,2,13,0,6
CHRM1 agonist,-7,-1,-8,-1,-2,1,-6,5
OXTR potentiator,-7,-11,1,-4,-15,-11,-7,-5
CHRM1 antagonist,3,0,12,2,-8,-1,-11,-5

49: O=C(Cc1ccccc1)Nc1nnc(-c2ccco2)s1
50: O=C(CCN1CCCCC1)NNC(=O)C12CC3CC(CC(C3)C1)C2
51: COC(=O)[C@H]1C[C@H](OC(=O)NCc2ccccc2F)[C@@]2(O)CN(S(=O)(=O)c3ccc(C)cc3)CC2[C@H]1C(=O)OC (stereo not given in full)
52: COc1ccc(C2CCCCCN2Cc2nc3ccccc3c(=O)n2CC(N)=O)cc1 (stereo not given)
53: Cc1ccc(S(=O)(=O)N2CCOCC2)cc1NC(=O)COC(=O)c1cccc(Cl)c1Cl
54: O=C(CSc1n[nH]c(=O)[nH]c1=O)N/N=C/C=C\c1ccccc1
55: O=C(O)CSC(=S)N1CCCCC1
56: COc1ccc(OC)c(S(=O)(=O)NCc2cn3c(C)csc3n2)c1

screen / no.,49,50,51,52,53,54,55,56
CHO parental Ca,8,-9,·,-23,·,-1,-1,-7
M1 ag parental,0.8,0.0,1.5,0.9,11,0.0,0.1,1.7
M4 antag,-11,1,-2,0,-4,0,6,-3
M1 PAM,7,-1,5,0,-7,2,0,10
CHO-K1 Ca antag,-9,-8,-20,-12,-20,0,-4,-6
M4 ag,0,0,1,2,21,2,1,1
CHRM1 agonist,-3,-1,-4,-8,-1,-4,-5,-5
OXTR potentiator,-1,11,·,2,·,-10,-3,-4
CHRM1 antagonist,-9,16,-9,5,2,-4,-3,-13

# Gathered by group: the entries above with a furan ring, fused or not
12: CCC(=O)N1N=C(c2ccc(C)o2)CC1c1ccc(Br)cc1 (stereo not given)
23: O=C(Cn1nnc(-c2cccs2)n1)NCc1ccco1
27: CCN(C(=O)COC(=O)/C=C/c1ccc(C)o1)c1c(N)n(Cc2ccccc2)c(=O)[nH]c1=O
49: O=C(Cc1ccccc1)Nc1nnc(-c2ccco2)s1

screen / no.,12,23,27,49
CHO parental Ca,-9,-4,·,8
M1 ag parental,-0.1,0.5,0.1,0.8
M4 antag,3,6,-10,-11
M1 PAM,8,13,11,7
CHO-K1 Ca antag,-6,-11,6,-9
M4 ag,-2,1,0,0
CHRM1 agonist,-8,-11,1,-3
OXTR potentiator,-1,-6,·,-1
CHRM1 antagonist,-10,-4,-27,-9
